High-throughput results deposited in PubChem BioAssay by Sanford-Burnham Center for Chemical Genomics.
Jurkat NFkB inh: lowers PMA/ionomycin-induced NF-kB signal in Jurkat cells | PMA/ionomycin-induced NF-kB luciferase reporter, luminescence | inhibition, % at 4 µM | actives 0.53% (n = 330,000) | AID 435003
Gli-Sufu antag: antagonists of Gli-Sufu signaling. Sufu-KO-LIGHT fibroblasts, Gli luciferase reporter luminescence. inhibition, % at 5 µM. actives 0.74% (n = 340,000);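 active = inhibition above about 55%, limit read from the data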;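 also: 0% = DMSO-treated cells and 100% = wells with medium but no cells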
Apaf1 inhib: human Apaf-1 inhibition; reconstituted apoptosome caspase-3 activity, DEVD-Rh110 fluorescence; inhibition, % at 20 µM; actives 0.71% (n = 330,000); O14727; active = inhibition of at least 40% at 20 µM;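 also: plate controls were DMSO wells for no effect and DEVD-CHO caspase inhibitor wells for full effect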
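Assay system: Apoptosome proteins | Medium: pH 7.5 Hepes buffer with CHAPS, BSA, DTT | Also added: Cytochrome c and DEVD-Rh110 substrate | Times: 30 min plus 50 min, RT | Detection: Rhodamine 110 fluorescence at Ex 480/Em 540 nm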
UBC13 inh: blocks human UBC13 polyubiquitin chain formation | actives 0.47% (n = 330,000) | P61088 | TR-FRET | inhibition, % at 20 µM; in the data active = inhibition above about 45%, passing the limit was not always enough
Target sequence (P61088 whole entry, looked up): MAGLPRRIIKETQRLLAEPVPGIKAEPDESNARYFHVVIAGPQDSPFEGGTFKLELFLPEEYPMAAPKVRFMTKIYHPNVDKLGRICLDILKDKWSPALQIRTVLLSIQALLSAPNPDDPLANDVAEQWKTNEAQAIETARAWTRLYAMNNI
SENP7 inh: SENP7 protease inhibition. AID 434973. recombinant SENP7, Z-RLRGG-aminoluciferin luminescence, 40 min. actives 1.5% (n = 330,000). inhibition, % at 5 µM;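 active = inhibition above about 50% at the single test dose, limit read from the data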;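 also: plate controls were DMSO with enzyme for no effect and no enzyme buffer wells for full effect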
Target sequence (Q9BQF6 706-1050 limits assumed): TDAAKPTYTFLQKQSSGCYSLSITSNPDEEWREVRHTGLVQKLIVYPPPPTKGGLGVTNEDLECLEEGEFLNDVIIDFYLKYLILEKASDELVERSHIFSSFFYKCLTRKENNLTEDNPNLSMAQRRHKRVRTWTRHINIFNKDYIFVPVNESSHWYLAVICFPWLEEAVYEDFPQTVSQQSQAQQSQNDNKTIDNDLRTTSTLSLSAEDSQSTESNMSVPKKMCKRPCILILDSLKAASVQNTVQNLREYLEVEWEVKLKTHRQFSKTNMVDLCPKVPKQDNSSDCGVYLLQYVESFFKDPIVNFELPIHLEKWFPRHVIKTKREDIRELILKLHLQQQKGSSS
HKDC1 inh: HKDC1 (human) hexokinase inhibition; Q2TB90; recombinant HKDC1, G6PDH/diaphorase resazurin coupled fluorescence; inhibition, % at 20 µM; actives 0.16% (n = 340,000);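 active = inhibition above about 35% when tested at 20 µM, limit read from the data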;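 also: plate controls were DMSO wells with enzyme for no effect and DMSO wells lacking enzyme for full effect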
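Assay system: in-house recombinant HK5 (HKDC1) enzyme. Input: HKDC1 at 5 µg/mL. Medium: Tris pH 8.0 buffer with MgCl2, Tween-20, BSA, BME. Dosing: single 20 µM dose. Schedule: 90 min reaction incubation at room temperature, dark. Signal: resazurin-to-resorufin fluorescence via G6PDH and diaphorase coupling, 525/613 nm. Controls: DMSO-enzyme wells negative, buffer-substituted wells positive.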
SENP8 block: blocks the human protease SENP8. actives 1.2% (n = 330,000). inhibition, % at 10 µM. purified SENP8, Z-RLRGG-aminoluciferin cleavage, luminescence. Q96LD8. AID 2540
Target sequence (Q96LD8 whole entry, looked up): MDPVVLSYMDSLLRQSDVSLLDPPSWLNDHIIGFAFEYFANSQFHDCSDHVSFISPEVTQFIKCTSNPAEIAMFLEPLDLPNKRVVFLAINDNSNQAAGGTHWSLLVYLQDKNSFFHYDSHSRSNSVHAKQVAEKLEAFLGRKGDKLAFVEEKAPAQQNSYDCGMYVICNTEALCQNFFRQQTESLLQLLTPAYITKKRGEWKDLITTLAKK
697 NFkB inh: lowers PMA/ionomycin-induced NF-kB signal in 697 B cells; 697 B-cell NF-kB luciferase reporter, 16 h; inhibition, % at 4 µM; actives 0.33% (n = 330,000); in the data active = inhibition above about 35%
Starred values were filed as active, the others as inactive; . = not tested or not shown. Rule as the data show it, unless noted: active = inhibition above about 50%; inactive = the rest.

1) CCOc1ccc(-n2cnc3scc(-c4ccc(OC)c(OC)c4)c3c2=O)cc1
2) Cc1cc(C)cc(N(C(C)C(=O)N2CCCCC2)S(C)(=O)=O)c1 (centres undefined)
3) NC(=O)C1CCCN(C(=O)c2cccc(S(=O)(=O)N3CCCCCC3)c2)C1 (centres undefined)
4) O=C(COC(=O)c1ccccn1)NCc1cccs1
5) COc1ccc(C(=O)Cn2c3ccccc3n3nc(CCC(=O)O)c(=O)nc23)cc1OC
6) Cc1ccc(C2CC(C(F)(F)F)n3nc(C(=O)NCc4c(C)nn(C)c4C)c(Cl)c3N2)cc1 (centres undefined)
7) CN1CCN(C(c2ccc(Cl)cc2)c2cc(Cl)c3cccnc3c2O)CC1 (centres undefined)
8) CC(Sc1ccccc1)C(=O)N1CCN(S(=O)(=O)c2ccccc2F)CC1 (centres undefined)
assay / entry	1	2	3	4	5	6	7	8
Jurkat NFkB inh	-17	3	-2	13	12	36	16	11
Gli-Sufu antag	10	-42	-1	1	-3	54	4	2
Apaf1 inhib	25	-4	-3	-4	-21	-16	28	-5
UBC13 inh	-2	0	6	2	1	0	9	0
SENP7 inh	-4	-6	1	-3	-2	6	-5	4
HKDC1 inh	0	-13	-6	-3	-9	-6	-11	-9
SENP8 block	-2	-7	-4	0	-3	2	-7	5
697 NFkB inh	9	-3	9	18	8	-29	-27	22

Limited to SENP8 block and SENP7 inh, for some of the entries so far:
nr	SMILES	SENP8 block	SENP7 inh
5	COc1ccc(C(=O)Cn2c3ccccc3n3nc(CCC(=O)O)c(=O)nc23)cc1OC	-3	-2
6	Cc1ccc(C2CC(C(F)(F)F)n3nc(C(=O)NCc4c(C)nn(C)c4C)c(Cl)c3N2)cc1 (centres undefined)	2	6

Returning to the listing with the 4 entries that preceded the break.
5) COc1ccc(C(=O)Cn2c3ccccc3n3nc(CCC(=O)O)c(=O)nc23)cc1OC
6) Cc1ccc(C2CC(C(F)(F)F)n3nc(C(=O)NCc4c(C)nn(C)c4C)c(Cl)c3N2)cc1 (centres undefined)
7) CN1CCN(C(c2ccc(Cl)cc2)c2cc(Cl)c3cccnc3c2O)CC1 (centres undefined)
8) CC(Sc1ccccc1)C(=O)N1CCN(S(=O)(=O)c2ccccc2F)CC1 (centres undefined)
9) Cc1ccc(NC(=O)C2(N3CCC3=O)CCCCC2)cc1
10) CC(=O)N1c2ccc(S(=O)(=O)NCC3CCC(C(=O)NCc4ccccc4)CC3)cc2CC1C (centres undefined)
11) Cc1c(NC(=O)C(C)OC(=O)CCc2ccccc2)c(=O)n(-c2ccccc2)n1C (centres undefined)
12) CCC(=O)c1ccc(N2CCN(C(=O)c3cc([N+](=O)[O-])ccc3N3CCN(C)CC3)CC2)c(F)c1
13) O=C(CSCc1ccc(Br)cc1)NCCc1ccccc1
14) CCN(CC(=O)Nc1ccc(N2CCOCC2)cc1)C(=O)c1ccc(C#N)cc1
15) O=C(N/N=C/c1ccccc1[N+](=O)[O-])c1ccc2nc[nH]c2c1
16) COC(=O)c1ccc(COC(=O)C2CC(O)CN2S(=O)(=O)c2ccc([N+](=O)[O-])cc2)cc1 (centres undefined)
assay / entry	5	6	7	8	9	10	11	12	13	14	15	16
Jurkat NFkB inh	12	36	16	11	12	-5	2	-13	6	1	-56	-10
Gli-Sufu antag	-3	54	4	2	-2	23	0	5	0	-3	-7	-6
Apaf1 inhib	-21	-16	28	-5	-7	1	-12	-3	4	-5	1	1
UBC13 inh	1	0	9	0	0	-3	-1	-7	0	-10	-1	-3
SENP7 inh	-2	6	-5	4	-1	7	-7	-17	9	9	-3	2
HKDC1 inh	-9	-6	-11	-9	-6	-1	-34	10	-4	-4	-4	2
SENP8 block	-3	2	-7	5	1	2	-1	-2	-6	5	0	-10
697 NFkB inh	8	-29	-27	22	3	10	10	4	-12	11	-54	4

17) COCCN(C(=O)Cc1cccs1)c1nnc(-c2ccncc2)s1
18) CCCN1CCC(=O)N([C@H](CSc2ccc(OC)cc2)c2ccccc2)CC1
19) COc1ccc(CC(=O)Nc2cc(S(=O)(=O)N3CCCC3)ccc2Cl)c(OC)c1
20) CCn1c(Cc2ccccc2)nnc1SCC(=O)c1cccc([N+](=O)[O-])c1
21) O=C(c1ccc(Cl)c(S(=O)(=O)N2CCOCC2)c1)N1CCN(c2ccccc2F)CC1
22) COc1cc(C(=O)NCCCNc2ccc([N+](=O)[O-])cc2)cc(OC)c1OC
23) O=C(CN1C(=O)C2CC=CCC2C1=O)Nc1ccc(-c2nnc3n2CCCCC3)cc1 (centres undefined)
24) CC(=O)C1=C(O)C(=O)N(Cc2cccnc2)C1c1ccc(Cl)cc1 (centres undefined)
assay / entry	17	18	19	20	21	22	23	24
Jurkat NFkB inh	-8	-10	-4	-3	16	0	-7	-3
Gli-Sufu antag	-2	17	1	-1	-1	23	4	-8
Apaf1 inhib	-5	3	6	3	5	-6	12	2
UBC13 inh	8	13	20	1	-2	-11	-10	-12
SENP7 inh	1	0	3	-3	0	0	-6	0
HKDC1 inh	-2	0	2	-6	-2	-1	5	-14
SENP8 block	-6	1	-6	0	-5	-1	1	-3
697 NFkB inh	-2	-9	-2	23	-3	6	-29	-2

Part of the list above in a different format.
Each structure is followed by: Jurkat NFkB inh | Gli-Sufu antag | Apaf1 inhib | UBC13 inh | SENP7 inh | HKDC1 inh | SENP8 block | 697 NFkB inh
(17) COCCN(C(=O)Cc1cccs1)c1nnc(-c2ccncc2)s1
→ -8 | -2 | -5 | 8 | 1 | -2 | -6 | -2
(18) CCCN1CCC(=O)N([C@H](CSc2ccc(OC)cc2)c2ccccc2)CC1
→ -10 | 17 | 3 | 13 | 0 | 0 | 1 | -9
(19) COc1ccc(CC(=O)Nc2cc(S(=O)(=O)N3CCCC3)ccc2Cl)c(OC)c1
→ -4 | 1 | 6 | 20 | 3 | 2 | -6 | -2

(further entries)
25) CCOc1ccccc1CN1CCC(Oc2cccc(C(=O)NCCOC)c2)CC1
26) CC(C)(C)C(=O)Nc1nnc(-c2ccncc2)o1
27) CC(C)N=C1SCC(C)(/C=N/O)S1 (centres undefined)
28) COc1ccc2c(c1)sc(=N)n2C
29) COc1cccc(Cn2nnc(C(=O)NCCc3ccc(Cl)cc3)c2N)c1
30) CCOc1ccc(N(CC)C(=O)c2cn(CC)c(=O)c3cc(OC)c(OC)cc23)cc1
31) O=C(/C=C/c1cccs1)Nc1ccc(N2CCOCC2)c(S(=O)(=O)Nc2ccccc2Cl)c1
32) C=CCN1C(=O)N/C(=C/c2ccccc2OCC(=O)Nc2ccc(F)cc2)C1=O
assay / entry	25	26	27	28	29	30	31	32
Jurkat NFkB inh	4	-5	1	7	3	-4	8	0
Gli-Sufu antag	18	-2	4	8	6	.	17	1
Apaf1 inhib	1	13	-9	-5	15	1	-6	-16
UBC13 inh	8	-8	-11	7	10	-12	-8	0
SENP7 inh	-4	-12	-9	1	8	-7	1	4
HKDC1 inh	-2	-11	-4	-8	-4	-2	-3	-5
SENP8 block	12	-4	3	6	-3	-9	9	-5
697 NFkB inh	-4	10	1	-6	8	4	-23	12

33) Cc1ccc(NC(=O)OCc2cccs2)cc1
34) CC1CCN(C(=O)CSc2nnc(Cc3ccccc3)o2)CC1
35) Cc1ccccc1NC(=O)Cc1nc(COC(=O)Cc2c(F)cccc2Cl)cs1
36) O=C1CC(C(=O)N2CCCc3ccccc32)CN1c1ccc(F)cc1 (centres undefined)
37) COc1ccc(N2C(=O)C3CCCN3C2c2cccc(C)c2)cc1Cl (centres undefined)
38) COc1ccc(NC(=O)COC(=O)c2ccc(-n3cnnn3)cc2)cc1Cl
39) CCCc1nn(-c2cc(Cl)ccc2OC)c2c1C(=O)CCC2
40) NS(=O)(=O)c1ccc(NC(=O)CSc2ncnc3ccccc23)cc1
assay / entry	33	34	35	36	37	38	39	40
Jurkat NFkB inh	-103	-4	-14	9	-19	6	13	3
Gli-Sufu antag	.	-8	-3	-9	7	-8	-11	9
Apaf1 inhib	-6	-5	7	6	5	2	8	-12
UBC13 inh	6	9	12	3	9	7	-4	23
SENP7 inh	16	-2	3	7	2	2	-1	3
HKDC1 inh	.	-8	-2	-4	1	-7	-2	-13
SENP8 block	10	-5	-8	-6	-2	-1	3	6
697 NFkB inh	-95	10	17	-9	-20	2	17	16

41) CN(CC(=O)Nc1ccccc1C(F)(F)F)C(=O)c1ccc2c(=O)n3c(nc2c1)CCC3
42) CC(C)NC(=O)N(C)C[C@H]1Oc2ccc(NS(=O)(=O)c3ccccc3)cc2C(=O)N([C@H](C)CO)C[C@H]1C
43) CCSc1nnc(NC(=O)c2csc3c2CCC(C)C3)s1 (centres undefined)
44) Cc1cccc(Nc2nc(C)cc(C)n2)c1
45) COc1ccc(NC(=O)CSc2nnc3n2CCCCC3)cc1S(=O)(=O)N1CCOCC1
46) Cc1ccc(CNC(=O)COC(=O)c2ccc(S(=O)(=O)NCc3ccco3)cc2)cc1
47) COc1ccc(CN(C)C(=O)CCCNC(=O)c2ccc(Cl)cc2)cc1
48) C/C(=N\NC(=O)c1cc(-c2ccc(Br)s2)[nH]n1)c1ccncc1
assay / entry	41	42	43	44	45	46	47	48
Jurkat NFkB inh	-10	-5	-3	-16	10	3	1	12
Gli-Sufu antag	-11	-5	-3	-10	7	0	-10	-20
Apaf1 inhib	14	1	-16	-2	-8	-1	3	15
UBC13 inh	2	18	19	-2	12	4	-6	5
SENP7 inh	-10	-3	2	-16	-1	1	-9	3
HKDC1 inh	-9	2	-9	-9	3	-3	-4	-1
SENP8 block	-19	2	-2	-14	-4	-3	-6	-6
697 NFkB inh	-3	16	5	-12	15	-4	4	14

49) COc1ccccc1CNC(=O)[C@@H]1CCCN1S(=O)(=O)c1ccc(Cl)cc1
50) CC1CCCCC1NC(=O)CN1C(=O)COc2ccccc21 (centres undefined)
51) Nc1ncccc1OCc1ccc(Cl)c(Cl)c1
52) CC1Cc2ccccc2N1c1ncnc2c1nnn2Cc1ccccc1 (centres undefined)
53) COc1ccc(CNC(=O)CN2CCN(c3ccccc3)CC2)cc1
54) COc1ccc(NC(=O)C2CC(c3cccc(Br)c3)=NO2)cc1OC (centres undefined)
55) COc1ccc(CN2CCCN(C)CC2)c(OC)c1C
56) O=C1CC2CCCN2C=C1I (centres undefined)
assay / entry	49	50	51	52	53	54	55	56
Jurkat NFkB inh	-2	-18	-75	9	-3	8	-6	4
Gli-Sufu antag	-4	-5	-52	2	-1	1	14	20
Apaf1 inhib	9	2	-3	2	4	20	-6	22
UBC13 inh	0	1	6	20	4	-9	-9	-3
SENP7 inh	3	-5	81*	7	3	-20	-5	-2
HKDC1 inh	-5	-8	-2	-3	-5	4	-2	2
SENP8 block	6	-15	70*	2	7	-13	-2	11
697 NFkB inh	-15	-1	-129	-4	-3	9	-21	6

57) COc1cc(C2/C(=C(\O)c3ccc4c(c3)OCCO4)C(=O)C(=O)N2Cc2ccco2)ccc1O (centres undefined)
58) CC(=O)Nc1ccc(SCCN2CC[C@@H](C)CCC2=O)cc1
59) COc1ccc(OC)c(Cc2nnc(CCC(=O)N3CCCCCC3)o2)c1
60) O=C(Nc1nnc(C2CC2)s1)c1ccc(S(=O)(=O)c2ccccc2)cc1
61) Oc1ccc(/C=N/Nc2ncnc3nc[nH]c23)cc1
62) Cc1cccc(NC(=O)CCN2C(=O)c3ccccc3S2(=O)=O)c1C
63) Nc1cc(C(=O)O)c(N)c2c1C(=O)c1ccccc1C2=O
assay / entry	57	58	59	60	61	62	63
Jurkat NFkB inh	19	10	-24	14	4	-3	4
Gli-Sufu antag	10	-9	-15	1	8	-2	11
Apaf1 inhib	8	4	0	-4	-22	3	30
UBC13 inh	-10	3	8	-8	14	-2	-56
SENP7 inh	-8	6	3	-5	2	9	11
HKDC1 inh	6	3	0	-8	-4	-5	23
SENP8 block	-6	-1	2	-10	3	-7	23
697 NFkB inh	5	11	-20	-3	9	2	6
